Bioassay records deposited in PubChem BioAssay by National Center for Advancing Translational Sciences (NCATS).
TCR act = Activators of T cell receptors: qHTS campaign | primary human leukocytes, anti-CD3, IL-2 HTRF, 48 h | Potency, µM (top dose mostly 9.22 µM), for inactives: at the highest dose activation of IL-2 secretion, hits mostly activators | 330,000 tested, under 10 active | AID 504894, 2011; further: % of control where 0% means no effect
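IL-2 produced over 48 hr by a-CD3 bead-stimulated primary human leukocytes exposed to compounds was detected with a homogeneous time-resolved FRET immunoassay, 665nm acceptor signal after 320nm excitation.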
KCNH2 3.1 block = qHTS for Inhibitors of KCHN2 3.1: Mutant qHTS; Potassium voltage-gated channel subfamily H member 2, brain isoform KCNH2 3.1 (human); U2OS KCNH2 3.1, thallium flux FluxOr; stronger effect = lower value; activity change, % (tested at about 1.8 µM); 0.95% of 340,000 active; AID 720553, 2013;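 active means maximum activity change below -70%; inconclusive means maximum activity change from -70% to -50%; inactive means maximum activity change above -50%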;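 further: thallium influx rate constant from kinetic fluorescence after stimulation buffer; on the % scale 0 is the no-effect control and ±100 the full control effect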
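We transduce U2OS cells with the mutant 3.1 virus, culture them overnight, load FluxOr with Red40 quencher for 45 min, then add stimulation buffer and read kinetically for 2 min to derive a normalized rate constant.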
hERG WT inh = qHTS for Inhibitors of KCHN2 3.1: Wildtype qHTS; Voltage-gated inwardly rectifying potassium channel KCNH2 (Homo sapiens), Q12809; U2OS, BacMam KCNH2, thallium flux FluxOr; stronger effect = lower value; activity change, % at 1.84 µM; 0.37% of 340,000 active; AID 720551, 2013;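 active means maximum activity change below -70%; inconclusive means maximum activity change between -70% and -50%; inactive means maximum activity change above -50%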; further: on the % scale 0 is the no-effect control and ±100 the full control effect
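U2OS cells were transduced with wild-type KCNH2 virus (2.03 x 10^8 / mL) for 4 h at room temperature, then cultured overnight at 37 C. Thallium flux was read with FluxOr dye. Rate constants were normalized to DMSO controls.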
TSHR antag = Antagonists of the Thyroid Stimulating Hormone Receptor: HTS campaign | Thyrotropin receptor (Homo sapiens), P16473 | TSHR-expressing cells, TSH-stimulated cAMP HTRF, 2 h; stronger effect = lower value | activity change, negative = inhibition, % at 11.5 µM | 0.2% of 330,000 active;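 active means activity change below a set negative limit, meaning inhibition stronger than a set level, cut at about -70% in these data; inconclusive means activity change between two set negative limits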; further: on the % scale 0 is the no-effect control and ±100 the full control effect
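Cell-based HTRF cAMP assay; TSHR cells + compound, TSH EC80 (4nM final), 2 h, 37 deg C. Lysis with anti-cAMP cryptate and cAMP-d2, 30 min RT, read 665/620 nm.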
Mito fusion yeast = qHTS Assay for Small Molecule Inhibitors of Mitochondrial Division or Activators of Mitochondrial Fusion; S. cerevisiae fusion-defective mutant growth rescue, CellTiterGlo 48 h; Potency, µM (top dose mostly 46.1 µM), inactives show at the highest dose growth rescue (activation), actives largely listed as activators; 0.23% of 320,000 active; AID 485298, 2010;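 further: potency means the concentration at half of the fitted maximal effect; % of control where 0% means no effect; nearly all actives have a fitted effect of over 45% in size; temperature-sensitive fusion mutants such as fzo1-1 at 37 °C on non-fermentable ethanol glycerol medium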
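S. cerevisiae fusion-defective temperature-sensitive mutants (e.g. fzo1-1, mgm1-5) grown 48 h at 37C in YPEG (ethanol/glycerol non-fermentable) medium with 23 nl compound per well; growth rescue read as CellTiterGlo luminescence.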
A-T KAP1 phos = qHTS Assay for Identifying a Potential Treatment of Ataxia-Telangiectasia; […] A-T fibroblasts, KAP-1 phosphorylation AlphaLISA; neocarzinostatin DNA damage 30 min before lysis; 0.19% of 320,000 active; Potency, µM (series often up to 57.5 µM), without a hit: top-dose activation, hits mostly activators; AID 485349, 2010; further: potency means the concentration at half of the fitted maximal effect; % of control where 0% means no effect; nearly all actives have a fitted effect of over 45% in size
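hTERT-immortalized A-T patient fibroblasts ([…]), 500 cells/well in OPTI-MEM, 1% FBS, got compounds for 60 min, then NCS for 30 min at 37C. Lysates were then assayed for phospho-KAP-1 by AlphaLISA (anti-pKAP1 donor, anti-KAP1 acceptor beads), 6 hr at 25C.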
TRPV1 ag = HTS Assay for Compounds that Act as Agonists of the Vanilloid Receptor 1. Transient receptor potential cation channel subfamily V member 1 (Homo sapiens), Q8NER1. TRPV1-expressing cells, Fluo-8 calcium influx, agonist mode. activation, % at 8.33 µM. 0.19% of 320,000 active; in the data active means activation above about 80%; inconclusive means between about 30% and that limit; further: 0% is about no effect
Target sequence (Q8NER1 whole entry, looked up): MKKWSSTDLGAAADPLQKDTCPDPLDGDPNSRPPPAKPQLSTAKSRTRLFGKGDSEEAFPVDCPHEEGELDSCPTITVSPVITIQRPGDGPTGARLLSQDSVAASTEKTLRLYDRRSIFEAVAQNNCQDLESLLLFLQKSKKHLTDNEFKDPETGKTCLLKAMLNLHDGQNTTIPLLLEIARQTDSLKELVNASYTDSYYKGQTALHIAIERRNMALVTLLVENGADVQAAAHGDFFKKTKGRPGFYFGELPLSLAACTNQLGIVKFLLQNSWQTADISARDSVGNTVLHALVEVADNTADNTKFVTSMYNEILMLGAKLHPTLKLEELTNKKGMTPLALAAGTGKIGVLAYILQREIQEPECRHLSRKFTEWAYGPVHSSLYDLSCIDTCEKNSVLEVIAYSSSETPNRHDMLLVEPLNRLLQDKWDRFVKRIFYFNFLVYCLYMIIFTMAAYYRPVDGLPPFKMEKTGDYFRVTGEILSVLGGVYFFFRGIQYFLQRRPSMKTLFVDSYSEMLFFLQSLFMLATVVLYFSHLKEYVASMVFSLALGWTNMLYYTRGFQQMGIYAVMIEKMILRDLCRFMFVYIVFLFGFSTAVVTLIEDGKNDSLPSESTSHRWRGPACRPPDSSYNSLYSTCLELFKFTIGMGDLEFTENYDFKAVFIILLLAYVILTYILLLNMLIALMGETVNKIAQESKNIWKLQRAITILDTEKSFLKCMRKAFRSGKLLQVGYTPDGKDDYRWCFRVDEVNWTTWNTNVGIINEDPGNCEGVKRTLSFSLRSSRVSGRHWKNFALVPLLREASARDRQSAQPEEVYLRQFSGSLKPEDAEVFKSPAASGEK
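Fluo-8 calcium influx in TRPV1-expressing cells, kinetic read (ex 480/em 520 nm). Compound added and read 3 min for agonist activity, followed by capsaicin at EC20 final and 2 min further read for enhancement.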
USP2a block = qHTS Assay for Inhibitors of Ubiquitin-specific Protease USP2a Using CHOP2 as the Reporter. Potency, µM (doses to about 38.3 µM), without a hit: top-dose activity change, negative = inhibition, most hits filed as inhibitors. USP2 core, Ub-CHOP2 coupled fluorogenic reporter, 485/531. 0.01% of 330,000 active;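 further: potency means the concentration at half of the fitted maximal effect; plate controls were DMSO wells for no effect and full inhibition by NEM control for full effect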
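USP2 core (10nM final) preincubated 30min RT with compound in 20mM Tris-HCl pH 8.0, 2mM CaCl2, 2mM beta-mercaptoethanol, 0.05% CHAPS; 25nM Ub-CHOP2 plus 25nM reporter substrate added, fluorescence (Ex485/Em531) read after 60min.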
ELG1 DNA repair = qHTS screen for small molecules that inhibit ELG1-dependent DNA repair in human embryonic kidney (HEK293T) cells expressing luciferase-tagged ELG1 | HEK293T ELG1-luciferase reporter, luminescence, 16 h; DNA damage induced by 5-fluorouridine | Potency, µM (top dose mostly 46.1 µM), for inactives: at the highest dose activity change, negative = inhibition, most hits filed as inhibitors | 2.3% of 330,000 active | AID 504467, 2011; further: potency means the concentration at half of the fitted maximal effect; on the % scale 0 is the no-effect control and ±100 the full control effect; nearly all actives have a fitted effect of over 55% in size
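Luminescence from the luciferase reporter, measured 30 min after ONE-Glo reagent at room temperature, was the read-out. Beforehand, 2,000 cells per well were exposed for 16 hr at 37 °C to 5-fluorouridine together with compound or vehicle.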
Eya2 inh = qHTS Assay for Inhibitors of the Phosphatase Activity of Eya2; AID 488837, 2010; 0.006% of 330,000 active; Protein phosphatase EYA2 (Homo sapiens), O00167; Potency, µM (highest dose often 76.9 µM), for the others: at the top dose activity, negative = inhibition, actives largely listed as inhibitors; recombinant Eya2, OMFP fluorescence dephosphorylation (OMFP is methylfluorescein phosphate); further: potency means the concentration at half of the fitted maximal effect; on the % scale 0 is the no-effect control and ±100 the full control effect
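Eya2 protein (added as 0.2 uM solution) was preincubated with compound for 10 min at ambient temperature in 50 mM HEPES pH 7.5, 50 mM NaCl, 5 uM MgCl2, 0.05% BSA, 1 mM DTT. OMFP (added at 50 uM) then reacted 10 min; fluorescence read at 485/525 nm.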
Starred values were filed as active, the others as inactive; ? = inconclusive; . = not tested or not shown; [ ] = remark or other dose. Unless noted, the call rests on the fitted dose curve; in most records, active means well fitted curve in the direction sought with a large enough effect; inconclusive means small, poorly fitted or top-dose-only effect, or another doubt; inactive means no such curve, though single readings can be large; an effect the other way counts as inactive or inconclusive. Not all compounds are listed; count on the stated rates, not on these rows.

SMILES	TCR act	KCNH2 3.1 block	hERG WT inh	TSHR antag	Mito fusion yeast	A-T KAP1 phos	TRPV1 ag	USP2a block	ELG1 DNA repair	Eya2 inh
CC(=C/c1ccccc1)/C=N/NC(=O)c1cccs1	-15%	-7	-2	-8	-5%	0%	21	-1%	?	1%
COc1ccc(OC)c(/C=N/NC(=O)CNC(=O)c2ccc(S(=O)(=O)N3CCCC3)cc2)c1	.	10	-6	7	-5%	-2%	-1	-2%	14%	8%
Cn1cc(CNC(=O)c2ccc3nc(Cc4ccccc4F)oc3c2)cn1	-1%	13	-8	-12	2%	26%	19	0%	?	-2%
O=C(COc1ccccc1)NCC(=O)N/N=C/c1ccc(Cl)cc1	1%	-16	-47	1	2%	-7%	-4	0%	8%	4%
C=CCNc1nc(-c2ccc(Cl)cc2)cs1	0%	-7	-10	-16	1%	7%	2	-2%	?	-7%
C=CCN(c1ccccc1C(=O)O)S(=O)(=O)c1ccc(NC(=O)OC)cc1	-2%	8	-4	-1	-6%	-2%	0	15%	-9%	7%
COCc1c(C(=O)N/N=C/c2cccc3ccccc23)nnn1-c1nonc1N	0%	-13	-19	5	-3%	4%	6	2%	9%	2%
CCCN(CC(=O)Nc1ccccc1C)C(=O)C1CCN(S(=O)(=O)c2cccc(C(F)(F)F)c2)CC1	-1%	-15	-2	-1	1%	3%	5	1%	14%	2%
NC(=S)Nc1cccc(-c2n[nH]c(=S)o2)c1	-1%	13	0	-2	1%	-8%	1	0%	9%	-3%
O=C(O)c1cc([N+](=O)[O-])ccc1NCc1cccnc1	.	-7	-10	6	-1%	0%	4	-1%	1%	-7%
COc1ccc(CNC(=O)C2CCN(S(=O)(=O)c3ccc(SC)cc3)CC2)cc1	-3%	-1	0	2	9%	1%	-1	-5%	?	-4%
Cc1cc(C(F)(F)F)n2nc(-c3cccs3)cc2n1	0%	2	2	-1	3%	5%	2	-2%	?	-16%
COCc1ccc(-c2c(-c3cc(OC)cc(OC)c3)oc(=O)c3cc(OC)c(OC)cc23)cc1	9%	3	-8	-33	4%	-4%	2	1%	0.58µM*	-12%
O=C(c1ccc(Br)o1)N1CCN(c2ncccn2)CC1	3%	-12	11	4	2%	-4%	1	-1%	-10%	-31%
COCCNC(=O)CSc1nc2nc(C)cc(C)n2n1	3%	-2	-7	-2	1%	4%	-1	1%	11%	2%
Cc1c(NS(=O)(=O)c2ccc(F)cc2)c(=O)n(-c2ccccc2)n1C	.	12	6	-10	0%	-15%	-3	2%	6%	-8%
CC(=O)Nc1ccc(C(=O)Nc2ccc(S(=O)(=O)NCC3CCCO3)cc2)cc1 (centres undefined)	5%	1	-6	-14	-3%	6%	0	-2%	1%	-11%
Cc1nc(N2CCOCC2)c(C#N)c(C)c1Br	5%	-14	-9	5	0%	2%	5	0%	0%	-7%
COc1ccc(S(=O)(=O)N(C)C[C@H]2Oc3ccc(NS(=O)(=O)c4ccccc4)cc3C(=O)N([C@H](C)CO)C[C@@H]2C)cc1	3%	-1	-13	7	.	2%	.	-1%	?	-7%
CCc1ccc2nc(NC(=O)C3CSC4(C)CCC(=O)N34)sc2c1 (centres undefined)	2%	-30	1	-18	28%	10%	14	4%	?	9%
Cc1cccc(NC(=S)NCc2ccccc2)c1C	.	1	6	-1	-17%	5%	21	-4%	3%	-18%
CCOC(=O)C1=C(C)N(CCCCCC(=O)O)C(=O)NC1c1ccccc1OC(=O)c1cccs1 (centres undefined)	4%	.	.	-9	-5%	-4%	-1	2%	2%	4%
C/C(CC(=O)N1CCN(C=O)CC1)=N\NC(=O)c1ccc(Br)cc1	0%	.	10	-6	-6%	0%	3	-5%	9%	-7%
Cc1cccc(NC(=O)CN(c2ccc(C(C)C)cc2)S(=O)(=O)c2c(C)nn(C)c2C)n1	0%	-10	-12	0	2%	7%	0	3%	?	-3%
CCOc1ccc2[nH]c3c(NCCN(C)C)ncnc3c2c1	.	.	.	1	-12%	-11%	-1	2%	14%	-7%
COc1ccc(C)c(NC(=O)NCCc2cnc[nH]2)c1	-38%	-15	-14	-6	1%	7%	1	6%	12%	4%
CC(=O)Oc1cccc2c1C(=O)c1c(OC(C)=O)cc(C(=O)O)cc1C2=O	2%	0	5	16	1%	-32%	1	3%	-3%	5%
COc1cccc(CN(C)C(c2ccccc2)c2ccccc2)c1OC	6%	-24	-9	-19	-12%	17%	3	-5%	-4%	-2%
COC(=O)c1ccc(NC(=O)CNCc2ccncc2)cc1	1%[46.1 µM]	29	2	5	-10%	-5%	1	2%	-1%	4%
O=C(CSc1nnc(CNC(=O)c2cccs2)o1)NCC1CCCO1 (centres undefined)	-1%	12	16	7	28%	5%	-3	4%	3%	-6%
COC(=O)CCCC(=O)NC1CC(C)(C)Cc2c1cnn2-c1ccc(C)cc1 (centres undefined)	-4%	-6	16	31	0%	1%	5	-1%	0%	-3%
N/C(=N\OC(=O)c1ccc(F)cc1)c1ccc(Br)cc1	-2%	11	0	9	1%	.	-6	4%	?	-24%
COc1ccc(N2CC(C(=O)N[C@@H](CC(C)C)C(=O)NC3CCCCC3)CC2=O)cc1 (some centres undefined)	-6%	15	-1	52	1%	21%	0	-1%	13%	-5%
Cc1ccc(N2C(SCC(=O)O)=NC(=Nc3cccc(C)c3)C23CCCC3)cc1	-1%	-4	5	6	-9%	-6%	-2	0%	0%	-7%
O=C(CCNC(=O)c1ccc(Cl)cc1)NCc1ccco1	-5%	.	-13	-8	.	12%	.	-2%	2%	0%
N#Cc1cc(N)ccc1-n1cccc1	4%	20	-2	7	0%	3%	0	-6%	?	-10%
CC(=O)c1cc2c(cc1NC(=O)c1cccc(S(=O)(=O)N3CCN(C)CC3)c1)OCO2	-1%	16	-2	-6	0%	0%	2	-1%	6%	4%
Cc1cccc(OCc2nc(-c3nonc3N)no2)c1C	2%	-10	16	-1	3%	3%	25	-2%	?	?
Cc1ccn2cc(-c3cccc(NC(=O)c4cccs4)c3)nc2c1	1%	-15	3	7	6%	2%	16	2%	-7%	11%
CCOC(=O)C1=NNC(C(=O)c2ccccc2)C1c1ccc(C)cc1 (centres undefined)	-8%	7	2	0	-21%	6%	.	0%	-8%	-27%
CCSC1=NCCN1C(=O)C(C)(C)Oc1ccc(Cl)cc1	-4%	-12	-8	-3	25%	4%	25	-1%	-15%	-21%
CCOC(=O)c1sc(=S)n(C)c1NC(=O)c1ccc(OC)cc1	1%	11	1	-2	4%	-27%	-3	3%	0%	-6%
O=C1CN(C(=O)COC(=O)CNC(=O)c2ccc(Br)o2)c2ccccc2N1	-5%	-6	8	16	1%	-1%	2	0%	9%	9%
O=C(NCCOc1ccccc1)c1cc2ccccc2o1	-4%	-6	13	.	4%	.	?	.	.	.
O=C(c1ccc(Cl)c(S(=O)(=O)Nc2ccccc2C(=O)N2CCc3ccccc3C2)c1)N1CCc2ccccc2C1	1%	-2	-25	-8	-19%	-1%	0	-3%	-5%	-7%
Cc1cccc(C(=O)N2CC(=O)Nc3ccc(F)cc3C2c2ccc(F)cc2)c1 (centres undefined)	-5%	-11	2	3	-9%	1%	25	1%	-9%	-3%
CCOC(=O)c1c(NC(=O)CSc2ncccn2)sc2c1CC(C)(C)NC2(C)C	2%	-3	-2	-1	0%	4%	6	5%	-24%	-8%
O=C(NCc1ccc(Cl)cc1)C(=O)N/N=C/c1ccc(Br)cc1	-2%	-10	1	44	?	1%	-1	1%	11%	2%
CCCSc1nc(N)c(C#N)c(-c2ccc(C)cc2)c1C#N	-6%	-2	2	-18	10%	2%	11	-1%	8%	-25%
CCc1cccc(NC(=O)CN(C)S(=O)(=O)c2cnc[nH]2)c1	-3%	-3	-9	10	-1%	1%	-1	0%	29%	-18%
Cc1cc(NC(=O)CSc2nnnn2-c2ccc(C(C)C)cc2)no1	-1%	19	-1	-5	23%	4%	1	1%	-8%	-12%
